High-throughput results deposited in PubChem by several laboratories.
L929 necroptosis – L929 zVAD cell death inhibition | AID 1377 | viability rescue, % at 10 µM | L929 zVAD necroptosis rescue, ATP luminescence, 24 h; with zVAD 60 µM | 220,000 tested, 0.38% active;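 active = activation, scaled between plate controls, above about 75%, limit read from the data; inactive = activation under that limit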;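 note: 0% = zVAD with DMSO and 100% = DMSO alone without zVAD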
Hck-Nef inh – inhibitors of human Hck kinase activated by Nef; P08631; Recombinant Hck-YEEI plus Nef, Z-Lyte FRET kinase assay; inhibition, % at 20 µM; 220,000 tested, 0.68% active;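 active = Hck-Nef kinase inhibition above about 50%, limit read from the data; inactive = inhibition below that limit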;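 note: 0% = DMSO with Hck plus Nef and 100% = Hck alone without Nef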
p47phox inh – p47phox (human) inhibition | AID 1274 | inhibition, % at 24.7 µM | 220,000 tested, 0.53% active | p47phox/p22phox peptide binding, fluorescence polarization, 2 h;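 active = inhibition above about 30%, limit read from the data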;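 note: 0% = p47phox with labelled peptide and 100% = labelled peptide alone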
EBV gp42 inh – EBV gp42 inhibition. inhibition, % (tested at 21.74 µM). 220,000 tested, 0.42% active. Fluorescence polarization binding assay, mP read-out; in the data active = inhibition above about 50%
Target sequence (Q1HVG2 whole entry, looked up): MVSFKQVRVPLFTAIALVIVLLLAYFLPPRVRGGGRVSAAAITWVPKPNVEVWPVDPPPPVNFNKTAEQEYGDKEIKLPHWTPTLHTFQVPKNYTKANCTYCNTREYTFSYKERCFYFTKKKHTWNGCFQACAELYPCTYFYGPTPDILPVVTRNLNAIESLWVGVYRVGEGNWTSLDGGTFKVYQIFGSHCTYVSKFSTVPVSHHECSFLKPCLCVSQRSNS
Runt-CBFb FRET – Runt domain-CBFb interaction inhibition | Q01196+Q13951 | Cerulean-Runt/Venus-CBFb FRET ratio 530/480, 1 h | inhibition, % at 20 µM | 220,000 tested, 0.46% active | AID 1496;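 active = inhibition over about 50% at 20 µM in the single-dose screen, limit read from the data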;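 note: 0% = DMSO wells and 100% = excess unlabeled CBFb competitor control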
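Measured by: fluorescence energy transfer, 422 nm excitation, 530/480 nm emission; Assay system: Cerulean-Runt domain; Medium: Tris pH 7.5 buffer with BSA; Measure: loss of energy transfer signal; Controls: 5 µM unlabeled CBFb as full-inhibition high control; Incubation: protein complex preformed 1 h, compound exposure 1 h, room temperature, dark.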
MDM2 E3 inh – Mdm2 E3 ligase (human) inhibition; 210,000 tested, 0.11% active; Q00987; cell-based MDM2 ubiquitination luciferase reporter, 2 h; 0 = plate control, 100 = twice control, blank-subtracted; signal enhancement, % at 5 µM;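 active = signal enhancement of 30% or more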;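 note: luminescence tracks abundance of the self-degrading MDM2-luciferase fusion protein; higher signal means inhibition of MDM2 E3 ligase activity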
Target sequence (Q00987 whole entry, looked up, the tested form may be a part): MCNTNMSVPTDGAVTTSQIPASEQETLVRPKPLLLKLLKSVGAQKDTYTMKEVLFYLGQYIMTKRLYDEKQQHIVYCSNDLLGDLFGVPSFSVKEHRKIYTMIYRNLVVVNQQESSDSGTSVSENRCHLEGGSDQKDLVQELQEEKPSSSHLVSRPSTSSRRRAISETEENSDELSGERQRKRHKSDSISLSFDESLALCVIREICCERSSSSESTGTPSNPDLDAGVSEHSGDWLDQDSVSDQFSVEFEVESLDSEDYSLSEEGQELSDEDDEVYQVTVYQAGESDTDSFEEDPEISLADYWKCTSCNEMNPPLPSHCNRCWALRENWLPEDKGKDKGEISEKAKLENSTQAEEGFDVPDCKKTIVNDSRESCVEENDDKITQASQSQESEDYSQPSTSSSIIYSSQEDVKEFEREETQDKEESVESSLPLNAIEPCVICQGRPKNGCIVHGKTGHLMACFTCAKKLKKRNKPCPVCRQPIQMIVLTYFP
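test system = mammalian cells stably expressing self-ubiquitinating, self-degrading MDM2 E3–luciferase fusion | quantity = 2000 cells/well | incubation = cell settling 4 h, compound treatment 2 h, both 37 °C | signal = luminescence with SteadyLite reagent, 15 min at room temperature | evaluation = % enhancement relative to plate controls after blank subtraction | benchmarks = plate controls and plate blanks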
TbHK1 inh – T. brucei hexokinase 1 inhibition | recombinant TbHK1, G6PDH-coupled NADH A340 | inhibition, % at 10 µM | 220,000 tested, 0.11% active;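 active = inhibition of 50% or more in the single-dose primary screen; inactive = inhibition below 50%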
14-3-3 Bad PPI – disrupts binding of bovine 14-3-3 zeta to phospho-Bad peptide; P63103; TR-FRET 14-3-3zeta/Dy647-pBad peptide displacement, 1 h; inhibition, % at 21.7 µM; 220,000 tested, 0.71% active; AID 781;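 active = inhibition above about 70%, limit read from the data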;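 note: 0% = full 14-3-3 plus peptide FRET controls and 100% = background without 14-3-3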
Target sequence (P63103 whole entry, looked up): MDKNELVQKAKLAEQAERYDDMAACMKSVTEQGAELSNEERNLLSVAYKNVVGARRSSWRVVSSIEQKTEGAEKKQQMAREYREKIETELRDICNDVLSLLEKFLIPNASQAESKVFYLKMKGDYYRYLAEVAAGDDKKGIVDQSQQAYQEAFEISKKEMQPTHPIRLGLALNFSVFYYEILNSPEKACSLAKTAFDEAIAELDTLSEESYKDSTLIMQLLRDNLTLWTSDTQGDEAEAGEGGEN
Runt-SMMHC FRET – Runt domain-CBFb-SMMHC interaction inhibition | Q01196+Q13951 | Cerulean-Runt/Venus-CBFb-SMMHC FRET ratio 530/480, 1 h | inhibition, % at 20 µM | 220,000 tested, 0.74% active | AID 1434;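 active = mean inhibition across duplicate retests at 20 µM reaching about 50%, limit read from the data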;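 note: 0% = DMSO wells and 100% = wells with excess untagged CBFb-SMMHC; inhibitors lower the FRET ratio by blocking Runt binding to CBFb-SMMHC; some results filed as inactive read as strong as hits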
The depositor's hits bear a star; . = not tested or not shown; [ ] = remark or other dose. This is a random part of the collection; about 3.2% have a hit in one of these screens.

SMILES	L929 necroptosis	Hck-Nef inh	p47phox inh	EBV gp42 inh	Runt-CBFb FRET	MDM2 E3 inh	TbHK1 inh	14-3-3 Bad PPI	Runt-SMMHC FRET
COc1ccc(C(=O)OCC(N)=O)cc1[N+](=O)[O-]	0.9	0	0	-11	-1	-1	-10	-9	5
Cc1cc(=O)oc2ccc(OCC(=O)N3CCC(C)CC3)cc12	0.4	0	-18	1	1	-10	-10	0	2
COC(=O)c1c(CSc2ccc(C)c(C)c2)noc1C(=O)NCc1ccc(OC)cc1	0.6	-1	-3	-10	-2	-8	5	2[fluorescence artefact?]	1
COC(=O)C1(NC(=O)NC23CC4CC(CC(C4)C2)C3)CCCCC1	7.9	-6	4	4	-1	-11	-9	2	-2
O=C(CN(Cc1ccccc1Cl)C(=O)Cn1nnc(-c2cccs2)n1)NCC1CCCO1 (configuration not stated)	-2.0	-13	-6	-10	-1	-23	3	5	-2
CC(=O)Nc1ccc(/C=N/Nc2nc3ccccc3s2)cc1	82*	-1	-18	-13	2	-20	-21	-4	2
COc1ccc(OC)c(NC(=O)c2cccc(S(=O)(=O)N(Cc3ccccc3)c3ccccc3OC)c2)c1	0.0	0	-28	-2	0	0	10	12	4
CSc1ccccc1C(=O)NCc1ccccc1	1.3	41	-4	-9	2	-63	5	-3	1
CC(C)C(c1nnnn1C1CCCC1)N(C)C1CCCCC1 (configuration not stated)	-0.1	0	-18	2	-2	-7	9	8	-5
COc1ccc(-c2nc3n(c(=O)c2C#N)CCS3)cc1OC	9.9	24	-1	-13	-2	-1	-25	0	0
Nc1nc(CN2CCC(Cc3ccccc3)CC2)nc(Nc2ccccc2)n1	-0.3	4	-5	-2	2	-14	6	-18[fluorescence artefact?]	3
O=C(Nc1ncn[nH]1)c1ccc(S(=O)(=O)N2CCOCC2)cc1	-0.1	-2	-15	-18	2	-6	-3	-6	1
Cc1cccc(NC(=O)CC2CCC2)c1	-0.1	-1	0	-9	-1	4	-2	-1	0
COCCNC(=O)CCc1ccc(S(=O)(=O)Nc2ccc(C)cc2)cc1	0.3	1	-5	1	2	4	-4	6[fluorescence artefact?]	-6
COc1ccc(-c2cc(-c3ccc(F)cc3)nc(N3CCN(C)CC3)n2)cc1	51	1	-26	6	.	7	-2	-3[fluorescence artefact?]	.
Cc1ccc([N+](=O)[O-])cc1N=C(c1cccc(Br)c1)N1CCOCC1	0.1	2	0	-8	-2	-6	-5	1	1
CC(Sc1nc(-c2ccccc2)cc(C(F)(F)F)n1)C(=O)N1CCCCC1 (configuration not stated)	0.7	2	5	1	.	-4	-3	-7	-7
CCOC(=O)CNC(=S)N(Cc1ccccc1F)C1CCCCC1	-2.5	19	-8	8	-2	1	0	-6	1
C=CCN=C1S/C(=C/c2cccc([N+](=O)[O-])c2)C(=O)N1CC=C	-0.6	13	-11	-16	1	4	-39	-3	-2
COc1ccc(NC(=O)N2CCCc3ccccc32)cc1	-0.3	0	-6	-19	0	-13	-2	1	3
O=C(CSc1nnc(-c2ccc3c(c2)OCO3)n1-c1ccccc1)c1ccccc1	-0.2	15	-3	1	-1	-22	-9	8[fluorescence artefact?]	-4
C=C(C)CN(CC)C(=O)CC1C(=O)NCCN1Cc1c(F)cccc1Cl (configuration not stated)	-0.2	21	5	0	.	0	2	6	.
Cc1cccc(C(=O)NCC(=O)N2CC(=O)Nc3ccccc32)c1	0.8	23	1	6	-5	-11	-1	-2	0
Cc1cc(=O)c2ccccc2n1Cc1ccccc1	0.0	9	-12	-9	-2	-9	-2	2	0
CCCCNC(=O)C1CC(=O)N(C2CCCC2)C1 (configuration not stated)	0.6	1	-7	-4	2	-21	-3	-2	1

(continued)
SMILES	L929 necroptosis	Hck-Nef inh	p47phox inh	EBV gp42 inh	Runt-CBFb FRET	MDM2 E3 inh	TbHK1 inh	14-3-3 Bad PPI	Runt-SMMHC FRET
CC(=O)C1=C(C)NC(SCC(N)=O)=C(C#N)C1CC(C)C (configuration not stated)	0.3	-6	-13	0	.	-1	-4	-13	3
O=C1CC(N(CCc2ccccc2)C(=S)Nc2ccccc2)C(=O)N1c1ccccc1 (configuration not stated)	-0.3	3	-20	-1	0	-11	1	-17	5
Cc1cccc(Nc2nc(N)nc(CN3CCC(C)CC3)n2)c1C	-0.1	1	11	-11	0	-7	7	-2	-18
C/C(=N\NC(=O)c1nn(C)cc1Br)c1cccc(NC(=O)c2ccncc2)c1	1.1	2	-6	-23	-3	-7	38	-20	0
CC(Oc1ccc(F)cc1)C(=O)Nc1ccc2ccccc2c1 (configuration not stated)	-0.2	-2	0	2	1	2	-2	13	-2
O=C(CCc1ccccc1)Nc1ccccc1C(F)(F)F	6.3	-8	-3	-8	-1	-3	-1	-5	-1
CCc1cc2c(=O)n(-c3ccc(C)cc3)cnc2s1	-0.8	-6	-5	-11	-2	-16	5	-6[fluorescence artefact?]	-4
O=C(NC(=S)NCc1ccc(F)cc1)c1ccccc1	.	6	-6	1	-2	-6	-3	8	-3
CCOC(=O)N1CCc2c(sc3ncn(Cc4ccc(F)cc4)c(=O)c23)C1	0.5	4	-3	-16	-2	-9	-1	1	2
CCOC(=O)c1c(NC(=O)CSc2nnc(CNc3ccc(F)cc3)o2)sc(C(C)=O)c1C	-0.8	0	-38	-28	11	-11	-20	9	6
Cc1nc(C)n(CC(=O)N2CCCC(C(=O)c3ccc(Cl)cc3C)C2)n1 (configuration not stated)	-0.3	2	8	-3	3	-22	-8	-2	4
Cn1c2c(c(=O)n(C)c1=O)C(NS(=O)(=O)c1ccc(Cl)cc1)(C(F)(F)F)C(=O)N2 (configuration not stated)	0.5	-1	-12	-4	1	-5	-11	10	-2
O=C(O)CCCC(=O)Nc1ccccc1Oc1ccccc1	0.1	11	-11	-10	0	-16	-5	-3	2
CCc1ccc(CN2C(=O)CCC2(C)C(=O)NC2CCCC2)cc1 (configuration not stated)	0.2	3	8	15	-1	-2	-11	-6[fluorescence artefact?]	-3
Cc1cc(NC(=O)CC2(CC(=O)O)CCCC2)n(C)n1	0.1	14	3	-4	1	2	-6	-7	2
CC(C)=CCN1CCN(Cc2ccc(Sc3nncn3C)o2)CC1CCO (configuration not stated)	0.6	4	-4	-7	0	-8	-9	-4	1
O=C(N/N=C\c1ccc(Cl)s1)c1cccs1	1.1	0	-19	-11	3	31*	-60	1	-3
Cc1c(Cl)c([N+](=O)[O-])nn1CCCC(=O)N1CCN(c2ccccc2)CC1	0.4	0	-17	-14	-2	-5	2	8	0
N#CC1(Cc2ccccc2Cl)c2ccccc2C=CN1C(=O)c1ccccc1 (configuration not stated)	-0.3	-22	-13	-15	1	-13	2	-2	-1
COc1ccc(NC(=S)Nc2ccccc2SC)c(OC)c1	0.0	6	.	-4	9	-8	-5	2	-1
CCCCOC(=O)c1ccc(Nc2ncnc3nc[nH]c23)cc1	3.0	1	-22	-16	2	-9	-32	-6	5
CCc1nc2c(sc3nc4c(cc32)COC(C)(C)C4)c(=O)n1Cc1ccco1	0.2	4	-11	-4	28	-18	-7	-7	24
COCCn1c(SCC(=O)c2[nH]c(C)c(C(C)=O)c2C)nc2ccccc2c1=O	0.6	21	-13	2	-1	.	-18	-1	1
O=C(Cc1ccccc1)N1CCN=C1SCc1ccc([N+](=O)[O-])cc1	2.9	5	-9	-15	0	-14	2	6	3
Cc1ccc(C)c(N2CCN(C(=O)C34CC5CC(C3)CC(n3nnc(C)n3)(C5)C4)CC2)c1	1.1	-2	-5	-10	-6	-11	-13	-3	0

Given with two lines to a compound: eleven of the compounds above.
Values in the order – L929 necroptosis	Hck-Nef inh	p47phox inh	EBV gp42 inh	Runt-CBFb FRET	MDM2 E3 inh	TbHK1 inh	14-3-3 Bad PPI	Runt-SMMHC FRET
CC(=O)C1=C(C)NC(SCC(N)=O)=C(C#N)C1CC(C)C (configuration not stated)
→ 0.3	-6	-13	0	.	-1	-4	-13	3
O=C1CC(N(CCc2ccccc2)C(=S)Nc2ccccc2)C(=O)N1c1ccccc1 (configuration not stated)
→ -0.3	3	-20	-1	0	-11	1	-17	5
Cc1cccc(Nc2nc(N)nc(CN3CCC(C)CC3)n2)c1C
→ -0.1	1	11	-11	0	-7	7	-2	-18
C/C(=N\NC(=O)c1nn(C)cc1Br)c1cccc(NC(=O)c2ccncc2)c1
→ 1.1	2	-6	-23	-3	-7	38	-20	0
CC(Oc1ccc(F)cc1)C(=O)Nc1ccc2ccccc2c1 (configuration not stated)
→ -0.2	-2	0	2	1	2	-2	13	-2
O=C(CCc1ccccc1)Nc1ccccc1C(F)(F)F
→ 6.3	-8	-3	-8	-1	-3	-1	-5	-1
CCc1cc2c(=O)n(-c3ccc(C)cc3)cnc2s1
→ -0.8	-6	-5	-11	-2	-16	5	-6[fluorescence artefact?]	-4
O=C(NC(=S)NCc1ccc(F)cc1)c1ccccc1
→ .	6	-6	1	-2	-6	-3	8	-3
CCOC(=O)N1CCc2c(sc3ncn(Cc4ccc(F)cc4)c(=O)c23)C1
→ 0.5	4	-3	-16	-2	-9	-1	1	2
CCOC(=O)c1c(NC(=O)CSc2nnc(CNc3ccc(F)cc3)o2)sc(C(C)=O)c1C
→ -0.8	0	-38	-28	11	-11	-20	9	6
Cc1nc(C)n(CC(=O)N2CCCC(C(=O)c3ccc(Cl)cc3C)C2)n1 (configuration not stated)
→ -0.3	2	8	-3	3	-22	-8	-2	4

Just L929 necroptosis, Hck-Nef inh and TbHK1 inh (2 entries from above):
smiles	L929 necroptosis	Hck-Nef inh	TbHK1 inh
CC(C)C(c1nnnn1C1CCCC1)N(C)C1CCCCC1 (configuration not stated)	-0.1	0	9
Cc1cccc(NC(=O)CC2CCC2)c1	-0.1	-1	-2

More entries.
SMILES	L929 necroptosis	Hck-Nef inh	p47phox inh	EBV gp42 inh	Runt-CBFb FRET	MDM2 E3 inh	TbHK1 inh	14-3-3 Bad PPI	Runt-SMMHC FRET
CCN(CC)CCCN1CC(O)=C(c2nc3ccccc3s2)C1=N	1.2	2	-4	8	2	-18	-41	1[fluorescence artefact?]	0
COc1ccc(CNc2ccc3c(c2)nc(C)n3C)cc1	-0.2	0	-34	-9	2	-19	-6	-13	-2
COc1ccccc1N(C)S(=O)(=O)c1ccc(C(=O)NCc2ccc3c(c2)OCO3)cc1	4.0	-31	-7	-9	1	-8	3	-4	-2
N#C/C(=C\C=C\c1ccccc1)c1nc(-c2ccc3c(c2)OCO3)cs1	0.4	-2	-101	156*	-324	-1	-6	16	-245
COc1ccc(OCC(=O)N/N=C(\CCC(=O)O)c2cccs2)cc1	6.6	18	-6	3	0	-7	-9	-12	-6
CCOC(=O)N1CCN(c2c(NCCN3CCN(Cc4ccccc4)CC3)c(=O)c2=O)CC1	1.2	1	0	-33	2	-4	-2	-2[fluorescence artefact?]	-1
Cn1ncc2cc(NC(=S)NC(=O)c3ccccc3)ccc21	-0.1	1	-6	-10	2	19	0	6[fluorescence artefact?]	0
